CDK5 inh: inhibitors of human CDK5/p35 kinase. Q00535+Q15078. Recombinant CDK5/p35, ADP-Glo luminescence, 60 min. inhibition, % at 10 µM. hit rate 0.01% among 330,000. AID 488839;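 active = highest replicate inhibition of at least 50% and at least 75% of replicates reaching 50%; inconclusive = only one of the two criteria met; inactive = both criteria failed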;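 note: plate controls were DMSO neutral control for no effect and GW8510 at 10 µM for full effect; many of its hits are not listed in these tables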
MITF TRPM1 HTS: MITF TRPM1 promoter activation in melanoma cells | SK-MEL-5 TRPM1-promoter luciferase, 24 h; % of positive control, neutral wells = 0 | activation, % at 12.5 µM | hit rate 0.75% among 300,000 | AID 588334;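 active = mean activation of at least 80% with every replicate also reaching 80%; inconclusive = mean reaches 80% but some replicate falls short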;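 note: 0% = neutral control wells and 100% = parthenolide positive control wells; values of inactives mirror those of a sister screen read the other way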
Rtt109 Vps75: blocks Candida albicans Rtt109/Vps75 acetyltransferase activity | inhibition, % at 34.9 µM | purified Rtt109/Vps75, ThioGlo CoA-SH fluorescence, 4 h | hit rate 0.16% among 330,000;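 active = inhibition of at least 50% in every replicate; inconclusive = best replicate reaches 50% inhibition but some replicates fall short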
dFosB act: mouse delta FosB homodimer activation. P13346. purified delta FosB, TAMRA-CDK5 oligo fluorescence polarization; percent of positive-control signal above neutral wells. activation, % at 25 µM. hit rate 0.99% among 340,000;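 active = mean activation above about 17%, with every replicate also reaching it, limit read from the data, passing the limit was not always enough; inconclusive = only one of the two conditions met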;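 note: fluorescence polarization rise as delta FosB binds a TAMRA Cdk5 AP-1 oligo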
SR-BI DiI inh: blocks mouse SR-BI lipid uptake from DiI-HDL; Q61009; ldlA[mSR-BI] CHO cells, DiI-HDL uptake fluorescence, 3 h; inhibition, % at 12.5 µM; hit rate 0.96% among 320,000; AID 488896;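 active = mean replicate inhibition of at least 70% and a set share of replicates each scoring 70 or more; inconclusive = meets just one of the two criteria; inactive = fails both criteria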;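 note: 0% = median of neutral control wells and 100% = median of positive control wells; values of inactives mirror those of a sister screen read the other way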
Target sequence (Q61009 whole entry, looked up): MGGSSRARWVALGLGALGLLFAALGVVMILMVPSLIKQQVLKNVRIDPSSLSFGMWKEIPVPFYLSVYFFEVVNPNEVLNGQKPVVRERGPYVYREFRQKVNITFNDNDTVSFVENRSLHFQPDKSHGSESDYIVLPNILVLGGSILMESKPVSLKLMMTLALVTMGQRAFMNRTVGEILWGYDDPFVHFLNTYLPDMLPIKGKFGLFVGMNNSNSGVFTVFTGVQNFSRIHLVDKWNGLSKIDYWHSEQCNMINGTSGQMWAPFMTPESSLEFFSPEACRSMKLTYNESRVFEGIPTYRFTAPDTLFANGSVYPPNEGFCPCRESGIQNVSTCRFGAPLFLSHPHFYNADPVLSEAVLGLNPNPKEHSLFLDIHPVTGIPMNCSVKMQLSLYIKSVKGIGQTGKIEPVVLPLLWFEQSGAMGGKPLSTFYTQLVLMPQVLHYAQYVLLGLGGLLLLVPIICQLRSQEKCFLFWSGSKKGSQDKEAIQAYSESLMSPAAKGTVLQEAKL
PvdQ inh: blocks Pseudomonas aeruginosa PvdQ acylase activity. purified PvdQ acylase, fluorescence plate reader. inhibition, % at 10 µM. hit rate 0.063% among 340,000; in the data active = inhibition above about 30%, passing the limit was not always enough; inconclusive = no clear call, values can overlap the other calls;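 note: 0% = vehicle neutral wells and 100% = reference inhibitor wells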
Wnt bcat act: activators of Wnt/beta-catenin signaling. Wnt/beta-catenin reporter cell assay, activator, plate reader. activation, % at 9.35 µM. hit rate 1.2% among 300,000; in the data active = activation above about 30%, passing the limit was not always enough; inconclusive = no clear call, values can overlap the other calls;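 note: 0% = neutral control wells and 100% = positive control wells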
HTR5A ag: HTR5A agonism, opioid heterodimer counter-screen; HTR5A agonist assay, luminescence, cell-based; P47898; activation, % at 9.3 µM; hit rate 0.61% among 340,000; in the data active = activation mostly above about 9.5%, no sharp cut-off; inactive = mostly below about 7.6%;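 note: 0% = cells with vehicle only and 100% = reference agonist; strong numbers were not always called active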
Target sequence (P47898 whole entry, looked up): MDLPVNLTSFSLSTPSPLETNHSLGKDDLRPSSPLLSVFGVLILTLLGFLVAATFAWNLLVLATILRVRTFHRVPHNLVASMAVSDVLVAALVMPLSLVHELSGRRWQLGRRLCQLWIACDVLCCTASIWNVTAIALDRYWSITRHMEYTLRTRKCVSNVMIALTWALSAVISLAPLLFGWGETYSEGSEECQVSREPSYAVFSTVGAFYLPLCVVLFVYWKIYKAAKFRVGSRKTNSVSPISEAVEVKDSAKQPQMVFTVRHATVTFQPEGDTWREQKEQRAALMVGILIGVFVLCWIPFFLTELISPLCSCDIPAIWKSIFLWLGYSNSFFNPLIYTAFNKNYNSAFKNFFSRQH
RTF Ca sens act: increases calcium sensitivity of human cardiac regulated thin filaments; P19429+P45379; IANBD-labeled TnC RTF fluorescence at EC20 calcium; 0% EC20 calcium, 100% full calcium; activation, % at 7.2 µM; hit rate 0.24% among 340,000; AID 493008;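 active = activation above the mean over all tested compounds plus 3 SD, cut at about 30% in these data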;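 note: rise in fluorescence read as greater calcium sensitivity of cardiac thin filaments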
SR-BI DiI-HDL act: activators of SR-BI mediated HDL lipid uptake; CHO ldlA[mSR-BI] cells, DiI-HDL uptake fluorescence, 3 h; 100 = double the neutral-control signal; activation, % at 12.5 µM; hit rate 0.096% among 320,000; AID 504775;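 active = mean replicate activation of at least 60% and every replicate at or above 60%; inconclusive = mean or all-replicate condition met, but not both; inactive = mean below 60% and not all replicates reaching 60%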;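 note: 0% = median plate neutral-control signal and 100% = twice that signal; values of inactives mirror those of a sister screen read the other way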
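Assay system: LDL receptor-deficient CHO ldlA cells overexpressing murine SR-BI / Medium: BSA-supplemented, HEPES-buffered Ham's F12, pH 7.4 / Probe or stimulus: DiI-labelled HDL at 10 µg/mL final / Timing: compound with DiI-HDL co-incubation, 3 h at 37 °C / Technique: bottom-read cell fluorescence after medium removal, ex 550/em 595 nm / Measure: HDL uptake via cellular fluorescence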
* = called active by the depositor; u = inconclusive; x = no result given.

Structure,Rtt109 Vps75,RTF Ca sens act,CDK5 inh,HTR5A ag,Wnt bcat act,dFosB act,SR-BI DiI-HDL act,MITF TRPM1 HTS,PvdQ inh,SR-BI DiI inh
CCOC(=O)c1cc(NC(=O)Nc2ccc(Br)cc2)c(C)nc1C,2,2,-0.2,3,-1,-15,6,17,-13,-6
COc1ccc(-c2cc3nc(C)c(CCC(=O)NC(C)CCc4ccco4)c(C)n3n2)c(OC)c1 (stereo not given),-6,-5,-0.6,0,-8,-2,-43,-6,-7,43
CCOC(=O)c1ccc(CNC(=O)C2CCC(=O)N(Cc3cccc(OC)c3)C2)o1 (stereo not given),-1,5,-0.6,3,6,-6,6,1,-8,-6
Cc1ccc(-n2c(=O)c3c(n4cnnc24)-c2ccccc2CC32CCCCC2)cc1,-2,-3,-4.5,6,-5,-4,17,0,-24,-17
CS(=O)(=O)N(CC(=O)N1CCCC1)c1cc(Cl)ccc1Cl,0,-3,0.4,-1,-1,-8,21,x,-17,-21
O=c1cc(CN2CCN(c3ccccc3F)CC2)c2cc(O)c(-c3ccccc3)cc2o1,-3,-2,-0.3,-2,-6,-4,-6,-7,-1,6
COc1cccc(Cn2cc(/C=N/NC(=O)c3cc(O)cc(O)c3)c3ccccc32)c1,-9,-1,-0.1,5,0,0,-12,-15,-8,12
O=C(O)c1ccccc1C(=O)NCCc1c(C(=O)O)[nH]c2ccc(Cl)cc12,2,2,4.6,6,1,7,x,6,-19,x
Cn1c(SCc2nc3ccccc3c(=O)[nH]2)nnc1-c1ccco1,12,-3,-0.9,5,x,-6,28,-13,-10,-28
C#CCn1c(=NC(=O)c2cc(Cl)sc2Cl)sc2cc(S(N)(=O)=O)ccc21,13,-12,0.5,4,-5,10,-30,10,1,30
C/C(O)=C(\N=Nc1cc(C)ccc1O)C(N)=O,-4,x,-0.2,x,-1,-5,-38,-19,4,38
COc1ccc(NCC(=O)N/N=C2\CCCC(C)C2)cc1 (stereo not given),-15,0,0.1,7,7,5,45,3,-11,-45
COc1ccc(N2CCN(C(c3ccccc3OC)c3nnnn3C3CCCC3)CC2)cc1 (stereo not given),6,-8,-2.1,1,-2,-8,x,2,-15,x
Cc1c(C(=O)OC2CCC(C)CC2)[nH]c2c1C(=O)CCC2 (stereo not given),-4,5,2.2,-1,u,-21,6,x,-19,-6
CC(C)NC(=O)CN1CCC(c2nc3ccccc3[nH]2)CC1,-5,1,-1.0,3,0,-5,x,4,-6,-14
CCC(C)c1ccc(NC(=O)COc2c(F)c(F)c(C(F)(F)F)c(F)c2F)cc1 (stereo not given),24,-1,0.1,-1,x,-3,31,2,4,-31
CC1(C)NC(=O)N(CC(=O)N2CCN(c3cccc(Cl)c3)CC2)C1=O,-6,0,-0.5,9,x,-1,-2,-4,-11,2
CCC(Cc1ccccc1)NCc1c(C(=O)O)c(C)n(Cc2ccccc2)c1C (stereo not given),12,3,0.2,4,1,-4,1,-3,-8,-1
Cc1ccnc(SCc2cc(=O)c(OC(=O)c3ccccc3)co2)n1,-7,0,-0.1,-2,1,-4,x,-8,-4,x
Cc1cc(=O)nc2c3ccccc3n(CC(=O)NC(C)c3ccc4c(c3)OCCO4)n12 (stereo not given),-8,1,-2.9,-6,4,-16,-4,-14,-3,4
CCCCn1c(N)c(N(CCC(C)C)C(=O)CN2C(=O)C3CCCCC3C2=O)c(=O)[nH]c1=O (stereo not given),-1,0,-2.4,5,-2,-1,-1,9,-10,1
COc1ccccc1N(CC(=O)NC1CCCC1)S(=O)(=O)c1cccc(C(F)(F)F)c1,7,-11,1.7,2,0,-6,10,9,-9,-10
CCCC(=O)N1CCN(c2ccc(NC(=S)NC(=O)CC)cc2)CC1,-7,1,4.1,1,x,-4,-20,-7,12,20
Cc1cc(C)c(S(=O)(=O)NCC(c2ccco2)N2CCc3ccccc3C2)c(C)c1 (stereo not given),-3,-19,0.8,-6,3,-5,-15,2,-1,15
CC[C@@H](C)[C@H](NC(=O)CNC(=O)Cc1c(C)c2c(cc(C)c3c(C)coc32)oc1=O)C(=O)O,-2,-2,1.0,-4,1,-7,-10,x,14,10
COc1cccc(OC)c1C(=O)OCC(=O)NCCCc1ccccc1,1,-3,-0.1,3,1,-4,-22,6,-7,22
CCOc1ccccc1NC(=O)CSc1nnc(-c2cnccn2)n1CC,-6,-3,1.5,8,-6,-6,-22,2,12,22
CN(C(=O)c1ccco1)c1nc(-c2ccc(Cl)cc2)cs1,5,-8,-0.2,-3,9,0,-31,66,-28,31
Cc1ccc(S(=O)(=O)NNC(=O)Nc2cccc(C)c2C)c(C)c1,-1,-2,0.5,-5,2,0,x,0,-10,-20
O=C(Nc1ccccc1)Nc1nnc(-c2cccs2)s1,-4,1,0.4,3,29,0,4,73,-15,-4

Additional structures follow.
Structure,Rtt109 Vps75,RTF Ca sens act,CDK5 inh,HTR5A ag,Wnt bcat act,dFosB act,SR-BI DiI-HDL act,MITF TRPM1 HTS,PvdQ inh,SR-BI DiI inh
NNC(=O)c1ccc(Cl)cc1Cl,-1,-1,-0.2,10,-4,-3,15,-14,-5,-15
CC(=O)Nc1ccccc1-c1nc2ccc(C(=O)N3CCN(c4cc(C)ccc4C)CC3)cc2[nH]c1=O,10,-3,-2.7,-1,-4,-7,x,-18,-18,x
Cc1nc(N)sc1Cc1ccc2c(c1)OCO2,2,0,0.4,2,1,1,7,x,-16,-7
CC(=O)c1cccc(NC(=O)CSc2n[nH]c(-c3ccncc3)n2)c1,1,-2,0.9,0,-1,-6,-13,0,-3,13
COc1ccc([N+](=O)[O-])cc1NC(=O)CSc1ccccc1,1,-1,-1.6,-2,-2,-5,-57,6,-9,57
CN1CCN(CCNC(=O)Nc2ccccc2C(F)(F)F)CC1,7,-3,2.0,2,x,-5,20,1,2,-20
O=C(c1ccc2c(c1)OCO2)C1CCCN(C2CCN(CCc3ccccc3)CC2)C1 (stereo not given),6,5,-0.1,-4,-3,-7,6,11,-9,-6
Cc1ccc(CNC(=O)Nc2ccc(C)cc2)cc1,0,-6,0.0,4,9,3,-16,15,1,16
O=C(NCC(c1ccc(F)cc1)N1CCOCC1)c1nn(-c2ccccc2)c(=O)c2ccccc12 (stereo not given),x,1,1.5,-3,-6,-9,x,0,6,27
COc1ccc2nc(SCC(=O)N(C)C3CCCCC3)[nH]c2c1,-6,-5,-1.8,3,0,1,3,11,6,-3
COCCNC(=O)CCCCCN1C(=O)CCC1=O,-22,-1,-0.7,4,-1,-2,-7,x,-17,7
COc1ccc(Nc2nc(-c3ccccc3)nc3ccccc23)c(OC)c1,-3,-2,-0.7,4,-1,-4,-76,-14,16,76*
O=C1C(=O)N(Cc2ccccc2)C(c2cccc(O)c2)/C1=C(\O)c1ccc2c(c1)OCCO2 (stereo not given),-12,1,0.2,-1,1,-13,6,-11,-7,-6
COCCN=C1NN=C(c2ccc(NC(C)=O)cc2)CS1,27,-1,-1.8,-7,0,-3,21,2,2,-21
CCOc1ccc(N2C(=O)CN=C2Nc2ccccc2F)cc1,10,-1,-1.0,0,x,-5,37,-2,24,-37
C#CCOC(=O)C(NC(=O)c1ccccc1)=C(C)C,5,-5,-0.6,-1,x,-8,19,-5,-10,-19
CCC1=C2CC[C@H]3C(=O)N(CC(=O)OC)C(=O)[C@H]3[C@H]2[C@@]2(C)C(=NCC(=O)OC)OC(=O)N2C1=O,1,-2,-1.2,-3,-2,3,-2,4,-9,2
[O-]/C(=C(\C(=S)NCc1ccco1)[n+]1ccccc1)c1ccccc1Br,3,0,-0.2,1,4,2,-14,-6,11,14
COc1ccc(CCCc2nnc(SCC(=O)Nc3ccc(C)c(C)c3)o2)cc1,-3,-7,-2.7,4,-4,-15,14,0,-4,-14
Cc1ccc(C(=O)NCC(=O)OCC(=O)Nc2ccc(Cl)cn2)cc1,-4,0,-0.1,4,2,-7,15,-4,-9,-15

Filtered by structure: those above with fluorine (six)
Structure,Rtt109 Vps75,RTF Ca sens act,CDK5 inh,HTR5A ag,Wnt bcat act,dFosB act,SR-BI DiI-HDL act,MITF TRPM1 HTS,PvdQ inh,SR-BI DiI inh
O=c1cc(CN2CCN(c3ccccc3F)CC2)c2cc(O)c(-c3ccccc3)cc2o1,-3,-2,-0.3,-2,-6,-4,-6,-7,-1,6
CCC(C)c1ccc(NC(=O)COc2c(F)c(F)c(C(F)(F)F)c(F)c2F)cc1 (stereo not given),24,-1,0.1,-1,x,-3,31,2,4,-31
COc1ccccc1N(CC(=O)NC1CCCC1)S(=O)(=O)c1cccc(C(F)(F)F)c1,7,-11,1.7,2,0,-6,10,9,-9,-10
CN1CCN(CCNC(=O)Nc2ccccc2C(F)(F)F)CC1,7,-3,2.0,2,x,-5,20,1,2,-20
O=C(NCC(c1ccc(F)cc1)N1CCOCC1)c1nn(-c2ccccc2)c(=O)c2ccccc12 (stereo not given),x,1,1.5,-3,-6,-9,x,0,6,27
CCOc1ccc(N2C(=O)CN=C2Nc2ccccc2F)cc1,10,-1,-1.0,0,x,-5,37,-2,24,-37

Results in HTR5A ag and MITF TRPM1 HTS, for some of the entries so far:
smiles,HTR5A ag,MITF TRPM1 HTS
O=C1C(=O)N(Cc2ccccc2)C(c2cccc(O)c2)/C1=C(\O)c1ccc2c(c1)OCCO2 (stereo not given),-1,-11
CN1CCN(CCNC(=O)Nc2ccccc2C(F)(F)F)CC1,2,1

Screening data as filed in PubChem.
